# Integrin act MD – qHTS for Activators of Integrin-Mediated Alleviation for Muscular Dystrophy; alpha7betagal myoblasts, beta-gal FDG fluorescence, 48 h; Potency, µM (doses to about 38.3 µM), for the others: at the top dose activation, usual class: activators; hit rate 0.064% among 350,000;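 also: potency is read from the fitted curve at half-maximal effect; 100% = response of the positive control SU9516; nearly all actives have a fitted effect of over 60% in size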
#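 Alpha7betagal+/- myoblasts (passage 13) were plated 16-24 hr, then exposed to compounds (1:260 dilution of DMSO stock) for 48 hours at 37C. After MPER lysis, β-galactosidase reporter activity was read as FDG fluorescence (ex 480/em 540) after 30 minutes.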
# hERG WT inh – qHTS for Inhibitors of KCHN2 3.1: Wildtype qHTS; Voltage-gated inwardly rectifying potassium channel KCNH2 (Homo sapiens), Q12809; U2OS, BacMam KCNH2, thallium flux FluxOr; stronger effect = lower value; activity change, % at 1.84 µM; hit rate 0.37% among 340,000; AID 720551, 2013;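 active = maximum activity change below -70%; inconclusive = maximum activity change between -70% and -50%; inactive = maximum activity change above -50%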; also: % is scaled to controls: 0 for no effect and ±100 for the full control effect
# Target sequence (Q12809 whole entry, looked up): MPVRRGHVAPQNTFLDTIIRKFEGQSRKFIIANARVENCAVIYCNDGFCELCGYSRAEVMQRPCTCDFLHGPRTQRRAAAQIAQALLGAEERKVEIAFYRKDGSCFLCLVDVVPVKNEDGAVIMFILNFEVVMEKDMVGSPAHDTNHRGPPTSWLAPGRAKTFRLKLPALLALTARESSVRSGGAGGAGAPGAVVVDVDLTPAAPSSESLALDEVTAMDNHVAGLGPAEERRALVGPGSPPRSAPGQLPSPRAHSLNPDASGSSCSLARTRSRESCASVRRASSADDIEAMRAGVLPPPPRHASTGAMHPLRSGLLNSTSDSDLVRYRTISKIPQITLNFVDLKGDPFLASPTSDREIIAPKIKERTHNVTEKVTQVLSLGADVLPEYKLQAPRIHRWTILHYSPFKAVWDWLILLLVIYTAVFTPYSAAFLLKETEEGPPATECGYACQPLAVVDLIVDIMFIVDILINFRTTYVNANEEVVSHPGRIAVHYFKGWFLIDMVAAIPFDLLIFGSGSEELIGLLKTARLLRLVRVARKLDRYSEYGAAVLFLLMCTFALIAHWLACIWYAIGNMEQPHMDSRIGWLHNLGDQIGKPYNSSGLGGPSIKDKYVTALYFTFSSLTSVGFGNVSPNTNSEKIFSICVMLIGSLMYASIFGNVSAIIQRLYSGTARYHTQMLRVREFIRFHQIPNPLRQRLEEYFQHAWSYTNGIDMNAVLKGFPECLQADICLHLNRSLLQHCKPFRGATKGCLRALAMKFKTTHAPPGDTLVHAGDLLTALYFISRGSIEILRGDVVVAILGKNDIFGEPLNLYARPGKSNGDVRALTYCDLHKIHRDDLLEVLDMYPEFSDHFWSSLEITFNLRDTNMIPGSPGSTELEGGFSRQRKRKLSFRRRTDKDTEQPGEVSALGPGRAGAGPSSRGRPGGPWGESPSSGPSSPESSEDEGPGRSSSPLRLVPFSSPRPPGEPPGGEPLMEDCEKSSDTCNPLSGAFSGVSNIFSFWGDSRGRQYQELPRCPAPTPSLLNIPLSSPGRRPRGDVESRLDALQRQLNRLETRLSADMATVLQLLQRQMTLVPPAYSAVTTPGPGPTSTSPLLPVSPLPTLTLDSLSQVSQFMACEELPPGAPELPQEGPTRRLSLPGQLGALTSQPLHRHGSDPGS
#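 U2OS cells were transduced with wild-type KCNH2 virus (2.03 x 10^8 / mL) for 4 h at room temperature, then cultured overnight at 37 C. Thallium flux was read with FluxOr dye. Rate constants were normalized to DMSO controls.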
# GALK inhibitor – qHTS Assay for Inhibitors of Human Galactokinase (GALK). P51570. Purified GALK, Kinase-Glo residual ATP luminescence. Potency, µM (series often up to 57.5 µM), without a hit: at the highest dose activity change, negative = inhibition, hits mostly inhibitors. hit rate 0.007% among 270,000. AID 1868, 2009; also: potency is read from the fitted curve at half-maximal effect; % is scaled to controls: 0 for no effect and ±100 for the full control effect
#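 Kinase-Glo Plus luminescence measured ATP left after a 1 h room-temperature reaction. The reaction used 5 nM GALK, 100 uM galactose and 35 uM ATP at pH 8.0 (20 mM HEPES, 5 mM MgCl2, 60 mM NaCl, 1 mM DTT, 0.01% BSA).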
# KCNH2 3.1 block – qHTS for Inhibitors of KCHN2 3.1: Mutant qHTS | Potassium voltage-gated channel subfamily H member 2, brain isoform KCNH2 3.1 (human) | U2OS KCNH2 3.1, thallium flux FluxOr; stronger effect = lower value | activity change, % (tested at about 1.8 µM) | hit rate 0.95% among 340,000 | AID 720553, 2013;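 active = maximum activity change below -70%; inconclusive = maximum activity change from -70% to -50%; inactive = maximum activity change above -50%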;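 also: thallium influx rate constant from kinetic fluorescence after stimulation buffer; % is scaled to controls: 0 for no effect and ±100 for the full control effect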
#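 Thallium flux read-out: FluxOr dye with Red40 quencher in HBSS/HEPES, 45 min at RT. Rate constants from kinetic reads were normalized to positive and negative DMSO controls. Cells: U2OS virally expressing the 3.1 isoform.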
# CXXC DNA block – qHTS Fluorescence Polarization Assay for Inhibitors of MLL CXXC domain - DNA interaction; Potency, µM (doses to about 115 µM), for the others: at the highest dose activity change, negative = inhibition, actives largely listed as inhibitors; hit rate 0.037% among 290,000; Histone-lysine N-methyltransferase 2A (Homo sapiens), Q03164; MLL-CXXC / FITC-HOXA9 DNA fluorescence polarization; active = well fitted inhibition curve with a large enough effect in the polarisation, with a control signal flat, not every such curve was filed as active; inconclusive = small, poorly fitted or top-dose-only effect, or effect the other way, or a change in a side signal; inactive = no such curve, though single readings can be large or run the other way; the % refers to the polarisation; also: potency is read from the fitted curve at half-maximal effect
#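 Steps: dispense CXXC domain solution (7 uM) → pin compounds or unlabeled HOX-A9 DNA control → 5 min ambient → add FLSN-HOX-A9 solution (50 nM) → spin → 30 min ambient → fluorescence polarization. Tris pH 7.5/NaCl/DTT/BSA buffer.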
# FBPA coupling cs – qHTS Assay for Inhibitors of Fructose-1,6-bisphosphate Aldolase from Giardia Lamblia: Coupling assay counterscreen; coupling enzyme system counterscreen, AmpLite Red fluorescence; activity change, negative = inhibition, % at 58.2 µM, hits read low; hit rate 0.67% among 290,000; AID 2472, 2010; in the data active = activity change below about -30%; also: % is scaled to controls: 0 for no effect and ±100 for the full control effect
#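 Counterscreen lacking aldolase: glyceraldehyde-3-phosphate coupling-enzyme reagent preincubated 10 min at RT with compound (at 57.5 uM final), then substrate/coupling system with AmpLite Red added; fluorescence read at 525/598 nm after 20 min RT.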
# MBNL1-CUG inh – qHTS Assay for Inhibitors of MBNL1-poly(CUG) RNA binding. Muscleblind-like protein 1 (Homo sapiens), Q9NR56. TR-FRET MBNL1-His/biotin-(CUG)12 binding, 665/545 ratio. Potency, µM (highest dose often 57.5 µM), inactives show top-dose activity change, negative = inhibition, actives largely listed as inhibitors. hit rate 0.036% among 280,000. AID 2675, 2010; active = well fitted inhibition curve with a large enough effect in the signal ratio, with a control signal flat, not every such curve was filed as active; inconclusive = small, poorly fitted or top-dose-only effect, or effect the other way, or a change in a side signal; inactive = no such curve, though single readings can be large or run the other way; the % refers to the signal ratio; also: potency is read from the fitted curve at half-maximal effect; % is scaled to controls: 0 for no effect and ±100 for the full control effect
#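 Compounds (final 92 nM to 58 uM) are added to His-tagged MBNL1 and biotin-(CUG)12, then terbium anti-His antibody and streptavidin-XL665 (5 nM final). After 60 min at room temperature, the 665/545 nm ratio is read.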
# TRPV1 agonist – HTS Assay for Compounds that Act as Agonists of the Vanilloid Receptor 1. AID 540275, 2011. Transient receptor potential cation channel subfamily V member 1 (Homo sapiens), Q8NER1. TRPV1-expressing cells, Fluo-8 calcium influx, agonist mode. activation, % at 8.33 µM. hit rate 0.19% among 320,000; in the data active = activation above about 80%; inconclusive = between about 30% and that limit; also: 0% is about no effect
#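 Fluo-8 calcium influx in TRPV1-expressing cells, kinetic read (ex 480/em 520 nm). Compound added and read 3 min for agonist activity, followed by capsaicin at EC20 final and 2 min further read for enhancement.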
# ASM inhibitor – Inhibitors of Secretory Acid Sphingomyelinase (S-ASM): qHTS; hit rate 0.006% among 340,000; AID 504937, 2011; placental ASM, HMU-PC fluorogenic substrate, 60 min; Sphingomyelin phosphodiesterase (Homo sapiens), P17405; Potency, µM (titrated, usually from 57.5 µM), inactives show at the highest dose activity change, negative = inhibition, actives largely listed as inhibitors; also: potency is read from the fitted curve at half-maximal effect
#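 qHTS format. ASM enzyme prepared from human placenta hydrolyses the fluorogenic substrate HMU-PC0 (9 uM final) over 60 min at 37 °C after a 10 min compound preincubation.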
# A-T KAP1 phos – qHTS Assay for Identifying a Potential Treatment of Ataxia-Telangiectasia; […] A-T fibroblasts, KAP-1 phosphorylation AlphaLISA; neocarzinostatin DNA damage 30 min before lysis; Potency, µM (top dose mostly 57.5 µM), for inactives: top-dose activation, usual class: activators; hit rate 0.19% among 320,000; AID 485349, 2010; also: potency is read from the fitted curve at half-maximal effect; % of control where 0% means no effect; nearly all actives have a fitted effect of over 45% in size
#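 hTERT-immortalized A-T patient fibroblasts ([…]), 500 cells/well in OPTI-MEM, 1% FBS, got compounds for 60 min, then NCS for 30 min at 37C. Lysates were then assayed for phospho-KAP-1 by AlphaLISA (anti-pKAP1 donor, anti-KAP1 acceptor beads), 6 hr at 25C.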
# Numbers without * were called inactive; i = inactive; ? = inconclusive; nt = not tested or not shown; [ ] = another dose, or the depositor's remark. Unless noted, calls follow the shape of the dose curve; as a rule, active = well fitted curve in the direction sought with a large enough effect; inconclusive = small, poorly fitted or top-dose-only effect, or another doubt; inactive = no such curve, though single readings can be large; an effect the other way counts as inactive or inconclusive.
SMILES,Integrin act MD,hERG WT inh,GALK inhibitor,KCNH2 3.1 block,CXXC DNA block,FBPA coupling cs,MBNL1-CUG inh,TRPV1 agonist,ASM inhibitor,A-T KAP1 phos
Cc1cccc(-c2c3c(=O)n(C)c(=O)n(C)c3cn2C(C)(C)C)c1,-6%,1,3%,6,-9%,7,13%,20,3%,6%
Cc1ccc(Cn2c([N+](=O)[O-])cnc2C)cc1,8%,8,1%,5,29%,-1,nt,2,-2%,4%
CC1CCN(S(=O)(=O)c2ccc(NC(=O)CN3CCCC(C)C3)cc2)CC1 (configuration not stated),-13%,2,-2%,6,-3%,3,2%,-1,1%,-7%
NS(=O)(=O)c1ccc(CCNC(=O)c2ccc(Cl)c(S(=O)(=O)NCc3ccco3)c2)cc1,0%,15,nt,-13,nt,nt,nt,nt,1%,19%
CCN(CCn1cccn1)C(=O)CCc1nnc(-c2ccccc2)o1,5%,10,9%,-4,8%,1,-9%,5,5%,3%
O=[N+]([O-])c1ccc(Sc2n[nH]c(-c3ccco3)n2)nc1,-17%,23,-3%,-1,4%,4,?,0,-1%,0%[11.5 µM]
CCN(C[C@H]1N[C@@](Cc2ccccc2)(C(=O)OC)[C@H]2C(=O)N(Cc3ccccc3)C(=O)[C@@H]12)S(=O)(=O)c1ccccc1,-4%,-5,nt,2,nt,nt,nt,nt,3%,1%
CCCC(C(=O)Nc1ccc(S(=O)(=O)Nc2ncccn2)cc1)c1ccccc1 (configuration not stated),8%,-6,-1%,-3,-4%,nt,-4%,0,-1%,3%
CC(C)(C)c1ccc(OCc2ccc(C(=O)N/N=C/c3ccc([N+](=O)[O-])cc3)o2)cc1,0%,-3,-1%,-80*,-2%,0,4%,2,-14%,-2%
CN(C)S(=O)(=O)c1ccc(Cl)c(NC(=O)CN2C(=O)NC3(CCc4ccccc43)C2=O)c1 (configuration not stated),12%,18,nt,-2,nt,nt,nt,1,0%,-1%
O=C(NCCCNC(=O)c1cnccn1)c1ccc(Cl)c(Cl)c1,-9%,-5,-3%,-9,54%[activator],0,-2%,10,34%,-12%
Cn1c(SCC(=O)c2ccc(F)cc2)nc2cccnc21,-5%,5,4%,9,0%,-5,-3%,5,-2%,3%
O=C(c1cccnc1)N1CCC(Oc2ccc(C(=O)N3CCCCO3)cc2)CC1,5%,-15,4%,-10,-4%,3,1%,0,5%,-1%[11.5 µM]
Cc1cc(NC(=O)CSc2nc(-c3ccco3)cc(C(F)(F)F)n2)no1,11%,-10,1%,-16,-5%,5,61%[activator],2,3%,-1%
C1=NN(c2ccccc2)C=NN1c1ccccc1,14%,-3,nt,-7,nt,nt,nt,nt,1%,nt
CCn1c(SCC(=O)Nc2nc(C)cs2)nnc1-c1ccco1,20%,3,1%,-2,-5%,-6,-9%,4,3%,6%
Cc1nn(Cc2c(F)c(F)c(F)c(F)c2F)c(C)c1NC(=O)c1ccnn1C,7%,4,-2%,-9,17%,nt,-1%,1,-1%,7%
CCOc1ccc(-c2c[n+]3c(n2-c2ccccc2)CCCCC3)cc1,-54%,6,1%,-2,1%,8,nt,1,1%,13%
Cc1ccc(S(=O)(=O)Nc2cccc3c2O[C@H](CN(C)C(=O)Nc2ccc(C(F)(F)F)cc2)[C@@H](C)CN([C@H](C)CO)C3=O)cc1,-33%,-12,nt,-8,nt,nt,nt,nt,-18%,3%
CCOC(=O)CCCNC(=O)c1cncc(Br)c1,-11%,-6,0%,12,4%,2,-3%,1,0%,2%
CNc1c(NS(=O)(=O)c2ccc(OC)c(Cl)c2)c(=O)oc2ccccc12,-8%,-4,0%,19,11%,-5,-16%,-1,3%,4%
Cc1[nH]c(C)c(S(=O)(=O)N2CCN(c3ccccc3F)CC2)c1C(=O)N1CCCCC1,-3%,-5,9%,-21,-2%,-2,-1%,2,1%,-2%
O=C(NCC(=O)N(c1cnc2ccccc2c1)C(C(=O)NC1CCCC1)c1ccncc1)c1ccco1 (configuration not stated),4%,3,-1%,5,-5%,1,?,0,0%,5%
CCCCN(CC)Cc1ccc(CNC(=S)Nc2cccc(F)c2)o1,-27%,10,4%,-3,?,1,1%,-1,0%,0%
COc1cccc(C(=O)NC2CC3CCC(C2)N3Cc2ccccc2)c1 (configuration not stated),-17%,14,3%,-6,0%,1,-1%,2,3%,-13%
Cc1cccc(/C(N)=N/OC(=O)c2ccncc2)c1,19%,13,8%,6,-2%,nt,-1%,17,0%,10%
O=c1cc(Cl)c(-c2ccccc2)nn1Cc1ccc(Cl)cc1,?,5,5%,-1,-13%,5,-2%,29,-3%,10%
O=C(NCC1CCOCC1)c1cc(COc2cccc(C(F)(F)F)c2)on1,9%,-4,4%,12,5%,0,0%,?,-2%,2%
Cc1c(C(=O)O)[nH]c2c1C(=O)CC(c1ccc(Cl)cc1)C2 (configuration not stated),12%,0,4%,9,2%,14,-13%,1,-6%,5%
COc1ccc(CNc2ncnc3c2[nH]c2ccccc23)cc1,0%,3,8%,-25,2%,-1,nt,17,-17%,2%
COc1cc(C(=O)Nc2ccncc2)cc(OC)c1OC,-5%,-1,-1%,2,-7%,1,6%,26,1%,-6%
COc1cccc(NC(=O)N2CCCCCC2)c1,?,-2,4%,2,5%,2,1%,20,3%,10%
O=c1[nH]c(CSc2nnc(-c3ccccc3)n2-c2ccccc2)nc2ccccc12,-24%,-4,nt,8,13%,2,-19%,5,-2%,-6%
O=C(CNC(=O)c1ccccc1F)Nc1ccccc1C(F)(F)F,-3%,-2,-3%,10,4%,0,-2%,0,2%,0%
Cc1ccc(C)c(OCCC(=O)Nc2cc(S(=O)(=O)N3CCCCC3)ccc2C)c1,-33%,-7,nt,11,nt,nt,nt,nt,-1%,16%
O=C(NNC(=O)c1cc(S(=O)(=O)N2CCCCC2)ccc1Cl)c1ccccc1O,-27%,1,nt,9,nt,nt,nt,1,-1%,-3%
O=C(Cn1nc(C(=O)O)c2ccccc2c1=O)Nc1cc(Cl)cc(Cl)c1,?,-5,14%,16,18%,0,0%,2,-5%,10%
CN1CCN(C(=O)c2cc(Cl)ccc2Cl)CC1,18%,-4,1%,2,9%,0,-8%,-2,-2%,6%
O=C(Cc1csc(N2CCOCC2)n1)N/N=C/c1ccc(Cl)cc1Cl,-21%,6,1%,2,5%,2,4%,15,-3%,-2%
CCc1ccc(C2=NN(CCC(=O)NCC3CCCO3)C(=O)CC2)cc1 (configuration not stated),-3%,-18,2%,-29,0%,nt,-3%,-1,0%,-17%
C=CCOC(=O)C1=C[C@H](c2csc3ccccc23)[C@@H](CCCO)[C@H](OCC)O1,-9%,nt,1%,nt,-19%,-15,10%,-3,-9%,19%
COc1ccc(CCNC(=O)NCCc2c[nH]c3ccccc23)cc1OC,-10%,2,5%,-2,-9%,2,-3%,7,5%,3%
CC1CCN(C(=O)c2ccc(CSc3nc4ccncc4n3Cc3ccc(F)cc3)cc2)CC1,-5%,4,nt,-5,1%,1,-2%,10,0%,4%
CC(=O)n1nc(-c2ccco2)nc1N,24%,-1,-2%,16,0%,-2,2%,0,1%,2%
COc1cccc(CNC(=O)CSc2nnc3c(n2)[nH]c2ccccc23)c1,8%,-6,1%,-3,8%,1,10%,6,2%,0%
COc1ccc(-n2nc([N+](=O)[O-])c(=NCc3ccco3)n2O)cc1,-49%[inhibitor],i,1%,11,7%,0,?,0,3%,-5%
CCOc1ccc(C(=O)N(CN2CCCC2=O)c2cccc(Cl)c2)cc1,-14%,8,3%,7,41%[activator],0,nt,7,-2%,0%
Cn1c(=O)c2c(SCC(=O)N3CCOCC3)nc(C3CC3)nc2n(C)c1=O,-5%,18,-2%,3,0%,-2,1%,3,-1%,2%
O=[N+]([O-])c1cccc(S(=O)(=O)N2CCC(c3nc(-c4ccncc4)no3)CC2)c1,6%,-6,0%,7,2%,3,11%,1,5%,1%
CCn1ccnc1CNCc1cn(-c2cc(C)ccc2C)nc1-c1ccccc1,0%,nt,0%,-5,-2%,0,6%,19,0%,2%
